Compound activity as filed in PubChem.
Hep lipid drop: inhibitors of hepatocyte lipid droplet formation, primary screen, imaging, high-throughput imaging, BODIPY stain. AML12 mouse hepatocytes, oleate lipid droplets. inhibition, % at 6.5 µM. 240,000 tested, 0.4% active. AID 1656, 2009;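 active means lipid droplet intensity inhibited by at least 50%, with more than 500 cells counted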
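material = mouse AML12 hepatocyte cell line, fixed after treatment | also added = 100 µM oleic acid challenge | doses = compound at 6.5 µM only | schedule = overnight exposure | technique = Image-based BODIPY and DAPI two-channel analysis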
T cell modulator: modulators of CD8 T cell-vesicle binding, primary screen, mouse 2C CD8+ T cells, flow cytometry | 2C CD8+ T cell-vesicle binding; hits give low values | calls only at 7 µM | 330,000 tested, 0.068% active;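 active means response, share of CD8 T cells binding vesicles, and their 90th percentile fluorescence all below set limits, cut at about 80% in these data, passing the limit was not always enough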
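Benchmarks: naked versus QL9-loaded vesicles / Assay system: purified 2C TCR transgenic mouse naive CD8+ T cells / Technique: high-throughput flow cytometry with anti-B7-1 and anti-CD8 staining / Timing: Cell–vesicle co-incubation 1.5 h at 37 °C, staining 20 min on ice / Read-out: percent CD8+ FL2 mean versus row control / Probe or stimulus: QL9-loaded Drosophila micro-vesicles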
PhoP inhibition: inhibitors of PhoP regulon expression, primary screen, Salmonella Typhimurium, GFP reporter (AID 1863) | S. Typhimurium PhoP-regulated promoter GFP reporter, 4 h; higher % means a stronger effect | inhibition, % at 50 µM, or IC50 in µM where a hit was titrated | 300,000 tested, 0.16% active;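 active means inhibition over 29.93%, a cutoff 3 SD above the screen mean, later confirmed by dose response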;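 further: 0% = low Mg2+ inducing control and 100% = high Mg2+ repressing control; strong numbers were not always called active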
Hep lipid drop cells 6.5 µM: second read-out of Hep lipid drop, no call of its own (marks repeat the call); cell count; measured here: cell count, cytotoxicity flag;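 cells counted across two imaged fields per well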
T cell modulator vesicle-bound %: recorded beside T cell modulator, whose call it bears; double positive events, %; measured here: CD8+ vesicle-bound cell fraction;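 binding gate set so that unloaded-vesicle control wells show 10% double positive cells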
An asterisk follows results filed as active; i = inactive. An excerpt. The share of hits here may be higher or lower than overall.

Short forms: A = Hep lipid drop; B = Hep lipid drop cells 6.5 µM; C = T cell modulator; D = T cell modulator vesicle-bound %; E = PhoP inhibition
1: CCc1ccc(OCC(=O)Nc2nnc(C3CCCC3)s2)cc1
  A = -2; B = 684; C = i; D = 12; E = -15%

2: C[C@H](NC(=O)c1nc[nH]c1C(=O)N[C@@H](Cc1ccccc1)C(=O)OCc1ccccc1)C(=O)OCc1ccccc1
  A = -1; B = 819; C = i; D = 26; E = -3%

3: COc1ccc(NC(=S)Nc2ccc(F)cc2)cc1
  A = -4; B = 857; C = i; D = 55; E = 2%

4: O=C(Nc1cccc(-c2ccc3nncn3n2)c1)C(F)(F)F
  A = 24; B = 800; C = i; D = 27; E = 1%

5: CCOc1ccc(NC(=O)CSc2ccc(-c3ccco3)nn2)cc1
  A = -16; B = 649; C = i; D = 8; E = -7%

6: O=C(CCCCCNC(=O)N1CCn2c1nc1ccccc12)NCc1ccc(F)cc1
  A = -17; B = 688; C = i; D = 29; E = 8%

7: CCCNC(=O)CN1C(=O)c2ccccc2Sc2ncccc21
  A = 4; B = 834; C = i; D = 62; E = 3%

8: Cc1ccc(/C=[N+](\[O-])c2ccccc2C)o1
  A = -1; B = 740; C = i; D = 35; E = 1%

9: CC(C)CCNC(=O)c1ccc2c(c1)N(C)C(=O)c1ccccc1S2
  A = 87*; B = 793*; C = i; D = 33; E = -7%

10: Cc1noc(C)c1CCC(=O)N1CCCC(CO)(Cc2ccccc2)C1 (stereo not drawn)
  A = 0; B = 674; C = i; D = 11; E = 2%

11: COc1ccccc1-c1nc(C(=O)NCC2CCCO2)cc2c1[nH]c1ccccc12 (stereo not drawn)
  A = -8; B = 814; C = i; D = 10; E = 5%

12: Cc1ccc(Cl)cc1NC(=O)C(=O)N/N=C/c1ccc2c(c1)OCO2
  A = 13; B = 705; C = i; D = 31; E = -3%

13: COc1cccc(C(=O)N2CCC(n3nccc3NC(=O)CCOc3ccccc3)CC2)c1
  A = -24; B = 626; C = i; D = 20; E = 8%

14: COc1ccc(Cn2nnc(C(=O)Nc3ccc4c(c3)OCCO4)c2N)cc1Br
  A = 3; B = 692; C = i; D = 9; E = 1%

15: Cc1cccc(NS(=O)(=O)c2ccc(C(=O)NCCCN3CCOCC3)cc2)c1C
  A = 4; B = 679; C = i; D = 11; E = -5%

16: Cc1ccc(S(=O)(=O)c2nc(S(C)(=O)=O)sc2N2CCC3(CC2)OCCO3)cc1
  A = -16; B = 801; C = i; D = 69; E = 8%

17: Cc1ccsc1C(=O)Nc1ccc(OCc2ccccc2)cc1
  A = -10; B = 742; C = i; D = 54; E = -3%

18: CC(=O)Nc1cccc(NC(=O)c2ccccc2OCc2ccccc2)c1
  A = -3; B = 825; C = i; D = 16; E = -2%

19: Cn1c(=O)c(=O)n(C)c2cc(N3CCOCC3)c(NS(=O)(=O)c3ccc(Br)cc3)cc21
  A = 26; B = 762; C = i; D = 12; E = -11%

20: O=C1c2cccc3c([N+](=O)[O-])ccc(c23)C(=O)N1O
  A = -15; B = 400; C = i; D = 49; E = -98%

Compound profiles (already shown):
Cn1c(=O)c(=O)n(C)c2cc(N3CCOCC3)c(NS(=O)(=O)c3ccc(Br)cc3)cc21 in the list: Hep lipid drop: 26; Hep lipid drop cells 6.5 µM: 762; T cell modulator: i; T cell modulator vesicle-bound %: 12; PhoP inhibition: -11%
COc1ccccc1-c1nc(C(=O)NCC2CCCO2)cc2c1[nH]c1ccccc12 (stereo not drawn) in the list: Hep lipid drop: -8; Hep lipid drop cells 6.5 µM: 814; T cell modulator: i; T cell modulator vesicle-bound %: 10; PhoP inhibition: 5%

Additional records follow:
Short forms: A = Hep lipid drop; B = Hep lipid drop cells 6.5 µM; C = T cell modulator; D = T cell modulator vesicle-bound %; E = PhoP inhibition
21: O=C(/C=C/c1ccc(F)cc1)NCCCn1ccnc1
  A = -18; B = 775; C = i; D = 18; E = 1%

22: Cc1csc(CNC(=O)CC2C(=O)NCCN2Cc2ccc(F)cc2Cl)n1 (stereo not drawn)
  A = 26; B = 740; C = i; D = 38; E = -7%

23: O=C(Cn1cnc2ccccc2c1=O)c1ccc(OC(F)F)cc1
  A = -3; B = 813; C = i; D = 24; E = 13%

24: COc1ccc(NC(=O)c2ccc([N+](=O)[O-])o2)cc1
  A = -2; B = 854; C = i; D = 51; E = 2%

25: CCCc1nnc(NC(=O)C2CC(=O)N(CCc3ccc(F)cc3)C2)s1 (stereo not drawn)
  A = 11; B = 731; C = i; D = 37; E = 2%

26: Cc1ccc(S(=O)(=O)NCCNC(=O)CN2CCOCC2)cc1
  A = 15; B = 815; C = i; D = 19; E = -6%

27: CCOC(=O)C(=CNc1nc(-c2ccccc2)c(C(=O)Nc2ccc(-c3ccccc3)cc2)s1)C(=O)OCC
  A = -6; B = 683; C = i; D = 42; E = -5%

28: Cc1ccc(NC(=S)Nc2cccc3ccccc23)cc1
  A = 2; B = 833; C = i; D = 6; E = 14%

29: COC(=O)c1cc(S(=O)(=O)NCC2CCN(Cc3ccccc3F)CC2)c[nH]1
  A = 0; B = 743; C = i; D = 38; E = -2%

30: CCOC(=O)N1CCN(C(=O)C2CCC(=O)N(Cc3cccc(C(F)(F)F)c3)C2)CC1 (stereo not drawn)
  A = -22; B = 766; C = i; D = 64; E = -4%

Laid out differently: 4 of the compounds above
cpd	structure	Hep lipid drop	Hep lipid drop cells 6.5 µM	T cell modulator	T cell modulator vesicle-bound %	PhoP inhibition
21	O=C(/C=C/c1ccc(F)cc1)NCCCn1ccnc1	-18	775	i	18	1%
29	COC(=O)c1cc(S(=O)(=O)NCC2CCN(Cc3ccccc3F)CC2)c[nH]1	0	743	i	38	-2%
23	O=C(Cn1cnc2ccccc2c1=O)c1ccc(OC(F)F)cc1	-3	813	i	24	13%
25	CCCc1nnc(NC(=O)C2CC(=O)N(CCc3ccc(F)cc3)C2)s1 (stereo not drawn)	11	731	i	37	2%

In the list so far, these contain a CF3 group.
Short forms: A = Hep lipid drop; B = Hep lipid drop cells 6.5 µM; C = T cell modulator; D = T cell modulator vesicle-bound %; E = PhoP inhibition
4: O=C(Nc1cccc(-c2ccc3nncn3n2)c1)C(F)(F)F
  A = 24; B = 800; C = i; D = 27; E = 1%

30: CCOC(=O)N1CCN(C(=O)C2CCC(=O)N(Cc3cccc(C(F)(F)F)c3)C2)CC1 (stereo not drawn)
  A = -22; B = 766; C = i; D = 64; E = -4%

The listing continues:
Short forms: A = Hep lipid drop; B = Hep lipid drop cells 6.5 µM; C = T cell modulator; D = T cell modulator vesicle-bound %; E = PhoP inhibition
31: COc1ccc(C(=O)Nc2ccc3ccccc3c2)cc1OC
  A = -12; B = 854; C = i; D = 35; E = 11%

32: COc1ccccc1-n1c(C)c(C(C)=O)c2cc(O)ccc21
  A = -2; B = 787; C = i; D = 62; E = -1%

33: Cc1ccc(/C=N/NC(=O)Cc2ccc(O)cc2)s1
  A = -5; B = 815; C = i; D = 13; E = -4%

34: CCc1ccc(NC(=O)C2CCN(S(=O)(=O)c3cccs3)CC2)cc1
  A = 8; B = 832; C = i; D = 28; E = -1%

35: COc1cccc(C(=O)Nc2nnc(SCC(=O)Nc3ccc(NC(C)=O)cc3)s2)c1
  A = -2; B = 801; C = i; D = 33; E = -1%

36: CCc1nc(NC(=O)c2sc(C)nc2C)sc1C(=O)OC
  A = 10; B = 811; C = i; D = 18; E = 3%

37: CCCCc1nc2cc(C(=O)NCCc3c(C)n[nH]c3C)ccc2o1
  A = -2; B = 734; C = i; D = 6; E = 1%

38: Cn1cc(C(=O)N2CCCCCC2)c(=O)c2cc(S(=O)(=O)N3CCCCC3)ccc21
  A = -19; B = 678; C = i; D = 33; E = -8%

39: COc1cccc(C(=O)NC2CCCc3c2cnn3-c2cc(C)cc(C)c2)c1 (stereo not drawn)
  A = 74*; B = 712*; C = i; D = 11; E = 10%

Only Hep lipid drop and T cell modulator vesicle-bound %, for 3 of the compounds above:
cpd	Compound	Hep lipid drop	T cell modulator vesicle-bound %
33	Cc1ccc(/C=N/NC(=O)Cc2ccc(O)cc2)s1	-5	13
34	CCc1ccc(NC(=O)C2CCN(S(=O)(=O)c3cccs3)CC2)cc1	8	28
35	COc1cccc(C(=O)Nc2nnc(SCC(=O)Nc3ccc(NC(C)=O)cc3)s2)c1	-2	33
